CSM14.1 death rescue = rescue of cells from ER stress-induced death, primary screen, 384-well, CSM14.1, thapsigargin, ATP luminescence (AID 1222). CSM14.1 thapsigargin-induced death rescue, ATP luminescence; higher % means a stronger effect. 190,000 tested, under 10 active. cellular ATP content (survival), % at 20 µM; hits with a dose series show EC50 in µM;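 active = EC50 below 50 µM in the dose-response confirmation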;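 note: death triggered by thapsigargin at about 15 µM added after 2 h compound pretreatment; cell ATP read after overnight thapsigargin exposure of roughly 18 to 22 hours; normalized against plate controls of thapsigargin alone and 5% DMSO vehicle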
TNAP activators = human TNAP enzyme activators, primary screen, biochemical, luminescent, no phosphate acceptor, uHTS (AID 1001). purified TNAP, luminescent activation assay, no phosphate acceptor; higher activation fold means a stronger effect. activation fold at 20 µM; hits with a dose series show EC50 in µM. 0.03% of 200,000 active; in the data active = activation fold from about 3, or a potency from the dose series; inactive = the rest, 99 in 100 with activation fold below about 1.6; note: many of its hits are not listed in these tables
PhoP inhibition = inhibitors of PhoP regulon expression, primary screen, Salmonella Typhimurium, GFP reporter (AID 1863); S. Typhimurium PhoP-regulated promoter GFP reporter, 4 h; higher % means a stronger effect; one-dose inhibition, % at 50 µM; IC50 in µM for titrated hits; 0.16% of 300,000 active;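 active = inhibition over 29.93%, a cutoff 3 SD above the screen mean, later confirmed by dose response; inconclusive = inhibition over 29.93% but no dose response follow-up; inactive = inhibition at most 29.93% or unconfirmed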;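 note: 0% = low Mg2+ inducing control and 100% = high Mg2+ repressing control; strong numbers were not always called active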
West Nile antiviral = West Nile virus antiviral activity, cell-based, CPE readout (AID 1621); West Nile virus-infected cells, CPE inhibition; higher % means a stronger effect; CPE inhibition, % at 10 µM, or IC50 in µM where a hit was titrated; 0.02% of 290,000 active; in the data active = a potency from the dose series; inconclusive = CPE inhibition mostly from about 3.7% at the one dose, without a potency; inactive = the rest, 99 in 100 with CPE inhibition below about 2.2%; note: strong numbers were not always called active
Ins promoter up = MIN6 insulin promoter up-regulation; MIN6 insulin promoter-GFP reporter, high-content imaging; active compounds read high; z-score at 5 µM; 0.3% of 190,000 active;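 active = z-score above 3 at 5 µM with at least 500 cells counted in the well; inconclusive = wells under 500 cells, flagged as cytotoxic or low count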
human PMI inhibitors = MPI inhibition at elevated mannose 6-phosphate – biochemical, fluorescence intensity, high mannose 6-phosphate, primary screen (AID 1220); one-dose inhibition, % at 20 µM; IC50 in µM for titrated hits; recombinant PMI enzyme, coupled fluorescence intensity; higher % means a stronger effect; 0.66% of 190,000 active
RSV CPE inhibition = inhibition of RSV-induced cytopathic effect – HEp-2 cells, primary 10 µM value included (AID 2391). HEp-2 cells, RSV-induced CPE inhibition; higher % means a stronger effect. CPE inhibition, % at 10 µM; hits with a dose series show IC50 in µM. 0.13% of 310,000 active; in the data active = a potency from the dose series; inconclusive = CPE inhibition mostly from about 23% at the one dose, without a potency; inactive = the rest, 99 in 100 with CPE inhibition below about 21%; note: strong numbers were not always called active
Large T inhibition = SV40 large T antigen inhibitors, biochemical (AID 1903); SV40 large T antigen ATPase/helicase inhibition assay; higher % means a stronger effect; one-dose inhibition, % at 20 µM; IC50 in µM for titrated hits; 0.39% of 310,000 active; in the data active = a potency from the dose series; inconclusive = inhibition mostly from about 32% at the one dose, without a potency; inactive = the rest, 99 in 100 with inhibition below about 32%; note: strong numbers were not always called active
PMI inhibitors = MPI enzyme activity inhibition – biochemical, fluorescence intensity, coupled assay, primary screen (AID 1209); purified PMI enzyme, coupled fluorescence intensity; higher % means a stronger effect; inhibition, % at 20 µM; hits with a dose series show IC50 in µM; 0.42% of 190,000 active;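 note: plate controls were DMSO vehicle for no effect and wells lacking substrate for full effect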
Ins promoter up cell count = also measured in Ins promoter up; calls as there; cell count; measured here: cytotoxicity, nuclei count;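 total cells summed across four imaged fields per well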
* = called active by the depositor; ? = inconclusive; nt = no result given. Cut-off read from the data, not from the text of the source, unless noted: active = inhibition above about 50%; inactive = the rest. Compounds were not picked by outcome. Share with any hit: about 1.5%.

Every second line gives: CSM14.1 death rescue	TNAP activators	PhoP inhibition	West Nile antiviral	Ins promoter up	Ins promoter up cell count	human PMI inhibitors	RSV CPE inhibition	Large T inhibition	PMI inhibitors
- Cn1nc(-c2ccc(S(N)(=O)=O)s2)cc1C(F)(F)F
    nt	nt	3.1%	0.0%	0.66	1433	nt	2.0%	4.5%	nt
- CN(C)c1ccc(/C=N\NC(=O)c2ccc(Cn3cc(Cl)cn3)cc2)cc1
    -0.8%	1.1	-10.5%	-0.1%	-0.1	1139	16.3%	1.7%	5.4%	9.5%
- Cc1ccc(NNC(=O)c2cc(C)on2)c(C)c1
    nt	nt	-2.3%	-1.5%	0.53	1353	nt	6.8%	16.6%	nt
- Cc1cccc(C)c1NC(=O)N1C2CCC1CC(O)(c1cccnc1)C2 (stereo not given)
    -1.8%	1.1	-5.7%	0.1%	nt	nt	3.8%	4.3%	5.2%	5.3%
- O=C(c1cc2cc(F)ccc2[nH]1)N1CCc2ccccc2C1
    nt	nt	-6.6%	0.1%	nt	nt	nt	1.8%	11.7%	nt
- O=C1CCC[C@@H]2Cc3[nH]c4c(Cl)ccc(Cl)c4c3[C@@H]3CCN1[C@H]23
    nt	nt	8.4%	0.1%	nt	nt	nt	7.1%	5.2%	nt
- CCN(CC(=O)NCc1cccs1)C(=O)c1cccc(S(=O)(=O)N2CCc3ccccc32)c1
    -0.5%	1	5.5%	-1.2%	-0.37	1374	-0.5%	0.1%	6.3%	2.7%
- CC(C)Oc1cccc(C(=O)Nc2ccc(CN3CCOCC3)cc2)c1
    -1.9%	1.2	7.2%	-0.2%	-0.44	1870	14.0%	?	4.0%	6.0%
- Cc1cc(-c2onc(C)c2C(=O)O)no1
    nt	nt	9.4%	-0.3%	0.11	1418	nt	0.2%	8.5%	nt
- COc1ccccc1C(=O)Nc1ccccc1N1CCOCC1
    6.4%	1	11.8%	0.0%	-0.26	1662	9.6%	nt	1.5%	1.3%
- CCC(=O)Nc1ccnc(-c2cccnc2)n1
    -0.6%	1.1	-5.3%	0.3%	nt	nt	-10.1%	2.0%	26.1%	-1.2%
- Cc1ccc(/C=N/NC(=O)CC(=O)NCc2cccnc2)cc1
    0.4%	1.1	7.3%	0.0%	2.51	1580	-6.7%	0.8%	-2.4%	-3.5%
- Cc1cc(C)c(S(=O)(=O)c2ccccc2C)c(SCC(C)C)n1
    0.9%	1.1	0.0%	0.9%	-3.18	607	21.1%	20.8%	7.0%	19.1%
- C=CCOC(=O)C1=C[C@@H](c2ccccc2)C[C@@H](OCc2ccc(CO)cc2)O1
    2.4%	1	3.2%	0.2%	-0.45	968	-6.1%	1.7%	10.4%	-5.0%
- CC(C)CNC(=O)c1cccc(NC(=O)c2ccccc2-c2ccccc2C(=O)O)c1
    nt	nt	-3.1%	0.7%	nt	nt	nt	1.7%	10.6%	nt

(further entries)
Every second line gives: CSM14.1 death rescue	TNAP activators	PhoP inhibition	West Nile antiviral	Ins promoter up	Ins promoter up cell count	human PMI inhibitors	RSV CPE inhibition	Large T inhibition	PMI inhibitors
- COc1ccccc1N1CCN(C(=O)c2cc3c(-c4ccc(Cl)cc4)nn(C)c3s2)CC1
    0.3%	0.9	-4.5%	1.6%	0.37	1020	1.8%	2.0%	20.8%	6.8%
- Cc1ccc(/C=N/NC(=O)c2nnn(-c3nonc3N)c2CSc2ccccc2)s1
    nt	nt	5.9%	-0.3%	nt	nt	nt	0.9%	9.9%	nt
- Nc1ccc(OCCCc2c(N)nc(N)nc2N)cc1
    nt	nt	0.3%	0.3%	0.37	1403	nt	0.3%	7.73µM*	nt
- O=[N+]([O-])c1ccc(N2CCN(C(=S)c3cccc([N+](=O)[O-])c3)CC2)cc1
    nt	nt	-6.7%	-0.4%	-0.54	860	nt	-0.6%	22.4%	nt
- COc1cc(OC)c(OC)cc1/C=N/NC(=S)NCC1CCCO1 (stereo not given)
    1.4%	1.1	-3.1%	2.2%	nt	nt	-4.1%	-1.8%	6.0%	4.4%
- CCOc1ccc(C(=O)Nc2ccc(NC(=O)c3ccccc3)c(C)c2)cc1[N+](=O)[O-]
    nt	nt	-4.0%	0.0%	nt	nt	nt	-0.4%	-1.2%	nt
- Cn1c(CO)cnc1S(=O)(=O)Cc1ccc([N+](=O)[O-])cc1
    -0.6%	1	-4.9%	0.1%	0.37	1854	15.4%	1.6%	4.0%	17.4%
- Cc1ccc(C(=O)Cn2c(C)cc(C)c(C#N)c2=O)cc1
    -1.6%	1.1	2.6%	0.0%	0.61	1543	4.9%	0.4%	-1.0%	5.3%
- CN(C)c1ccc(/C=C(\NC(=O)c2ccccc2)C(=O)N/N=C/c2ccc(C(=O)O)cc2)cc1
    nt	nt	3.2%	-0.1%	nt	nt	nt	0.5%	1.4%	nt
- Cc1ccc[n+](CC(=O)Nc2nc3ccccc3s2)c1
    -0.7%	1	-7.9%	0.3%	0.33	1405	2.7%	2.0%	-5.1%	-3.1%
- Cc1ccc(C)n1CCN1CCN(C(=O)CC#N)CC1
    1.0%	1.1	-3.8%	1.0%	-0.41	1041	2.7%	-1.7%	20.8%	-7.3%
- CSc1ccc(/C=C(\NC(=O)c2ccc(C)cc2)C(=O)NN)cc1
    nt	nt	-10.7%	-0.2%	0.46	1093	nt	5.3%	13.2%	nt
- CN(C)S(=O)(=O)c1ccc(C(=O)OCn2nnc3ccccc3c2=O)cc1
    -1.8%	0.9	-0.1%	0.1%	nt	nt	5.5%	4.7%	9.8%	6.3%
- Cc1cccc(NC(=O)c2cc(-c3ccccn3)nc3ccccc23)c1C
    1.7%	1	8.7%	0.0%	0.05	1272	0.9%	-0.2%	-2.4%	-1.4%
- COc1ccc(CCNC(=O)C2CC(c3ccc(C(F)(F)F)cc3)=NO2)cc1 (stereo not given)
    nt	nt	0.4%	-0.9%	-1.26	1042	nt	0.1%	0.8%	nt

Additional structures
Every second line gives: CSM14.1 death rescue	TNAP activators	PhoP inhibition	West Nile antiviral	Ins promoter up	Ins promoter up cell count	human PMI inhibitors	RSV CPE inhibition	Large T inhibition	PMI inhibitors
- COc1ccc(NC(=O)CN2CCN(S(=O)(=O)c3ccc(F)cc3)CC2)cc1Cl
    -0.7%	1.1	0.0%	1.1%	0.16	1931	9.4%	1.1%	11.9%	9.0%
- O=C(NCCN1CCCCC1)c1ccco1
    -2.2%	1.1	-1.5%	0.5%	0.13	1104	-8.7%	1.0%	18.3%	-10.5%
- CSc1ccccc1NC(=O)C1CC(c2ccccc2O)=NO1 (stereo not given)
    -1.1%	1	-4.6%	0.7%	0.58	1231	4.5%	17.2%	2.6%	7.1%
- Cc1cc(C(=O)OCC(=O)Nc2cc(S(=O)(=O)N(C)C)ccc2C)c2ccccc2n1
    -0.8%	1.1	-0.8%	0.1%	0.09	1610	-8.0%	2.2%	-2.1%	-5.2%
- COc1ccccc1-n1cnnc1SCC(=O)NCc1cccs1
    -1.3%	1.1	1.9%	-0.4%	0.56	837	6.5%	-1.1%	-0.3%	10.0%
- CCCCOc1ccc(C(=O)Nc2ccc(N3CCN(C(C)=O)CC3)cc2)cc1
    1.1%	1.2	7.7%	nt	-0.13	896	1.6%	-1.6%	11.8%	0.6%
- CCOc1ccc(NC(=S)N(CCOC)C(C)c2ccco2)cc1 (stereo not given)
    nt	nt	6.2%	0.3%	0.27	1066	nt	-0.2%	12.2%	nt
- O=c1[nH]c2cc3c(cc2cc1CN(Cc1ccco1)C(=S)NCCCN1CCOCC1)OCCO3
    -2.0%	1	-6.5%	1.2%	-0.57	1507	19.9%	-2.4%	3.2%	14.9%
- Cc1cc(C)cc(OCC(=O)NNC(=O)C2CCCO2)c1 (stereo not given)
    -0.3%	1.9	8.5%	-0.2%	1.04	690	3.2%	-0.6%	1.2%	2.9%
- CCCS(=O)(=O)N1CCn2c(nc3ccccc32)C1
    -0.4%	1.1	14.9%	nt	-0.05	880	8.4%	2.4%	6.9%	6.7%
- O=C(N/N=C/C=C\c1ccco1)c1cccs1
    -1.4%	1.1	-1.1%	0.4%	0.33	1267	41.2%	2.8%	27.2%	-10.4%
- CCOC(=O)CSc1nc2sc3c(c2c(=O)[nH]1)CC(C)(C)OC3
    -0.5%	1.1	-11.7%	0.0%	-0.57	1406	-9.7%	1.3%	16.2%	-13.8%
- CCCCC(=O)Nc1ccccc1C#N
    -1.6%	1.1	6.1%	-0.3%	0.22	1232	-3.7%	2.2%	4.6%	-4.7%
- Cc1cc(C)c(S(=O)(=O)NCCCn2ccnc2)c(C)c1
    -3.4%	1.1	17.6%	-1.7%	-0.48	1410	0.5%	4.4%	-59.2%	7.8%
- Cc1cc([N+](=O)[O-])ccc1NC(=O)CSc1nnc(C)n1C
    nt	nt	-1.2%	0.8%	nt	nt	nt	6.0%	7.1%	nt

(list continues)
Every second line gives: CSM14.1 death rescue	TNAP activators	PhoP inhibition	West Nile antiviral	Ins promoter up	Ins promoter up cell count	human PMI inhibitors	RSV CPE inhibition	Large T inhibition	PMI inhibitors
- COC(CNC(=O)C(=O)NCC1OCCN1S(=O)(=O)c1ccccc1)OC (stereo not given)
    nt	nt	3.9%	0.0%	nt	nt	nt	1.2%	8.3%	nt
- COc1cc(/C=N/NC(=O)c2cc(-c3ccccc3)nc3ccccc23)cc(OC)c1O
    nt	nt	-2.3%	-0.6%	nt	nt	nt	10.1%	9.2%	nt
- Fc1ccc(-c2csc(NC(=S)Nc3ccccc3)n2)cc1
    nt	nt	6.8%	-0.9%	nt	nt	nt	13.7%	26.1%	nt
- O=C1/C(=C/c2ccccn2)SC(=S)N1N1CCOCC1
    nt	nt	-5.2%	0.8%	0.36	1304	nt	1.5%	4.7%	nt
- COc1cccc(C(=O)Nc2nnc(-c3ccc(Cl)cc3)o2)c1
    nt	nt	2.3%	0.6%	0.47	1050	nt	-2.0%	nt	nt
- CCOCCCNC(=S)N(CCO)Cc1cc2cc3c(cc2[nH]c1=O)OCCO3
    nt	nt	3.7%	0.0%	nt	nt	nt	-0.2%	11.7%	nt
- Nn1c(SCC(=O)Nc2ccc3c(c2)OCCO3)nnc1C(F)(F)F
    -1.4%	1	-9.7%	0.1%	0.15	1603	-1.0%	1.4%	1.4%	-4.8%
- COc1ccc(NC2=CC(c3ccc(OC)c(OC)c3)N(c3ccc(OC)cc3)C2=O)cc1 (stereo not given)
    -0.5%	1	12.3%	0.4%	1.1	1214	26.6%	2.3%	12.0%	-14.9%
